# NPR1 activator – GC-A (human) enzyme activation; activation, % at 10 µM; HEK293 GC-A cells, cGMP TR-FRET, EC30 ANP; 0% at EC30 ANP, 100% saturating ANP; P16066; AID 1671463; 0.14% of 370,000 active; in the data active means activation above about 40%
# UHRF1 MBD2 ctr – human UHRF1 methylated DNA binding inhibitors | UHRF1 binding to methylated oligo, TR-FRET | 0.75% of 370,000 active | Q96T88 | inhibition, % at 4.4 µM | AID 687016; in the data active means inhibition above about 21%;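 further: UHRF1 SRA domain binding a hemimethylated CpG hairpin DNA probe; 0% = median of test compound wells and 100% = reference inhibitor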
# HTRA1 inhibitor – inhibitors of human serine peptidase HTRA1 | Q92743 | inhibition, % at 5.96 µM | recombinant HTRA1, FP-rhodamine activity-based probe, fluorescence polarization | 0.5% of 340,000 active; in the data active means inhibition above about 36%;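 further: 0% = enzyme with DMSO and 100% = wells lacking enzyme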
# Target sequence (Q92743 whole entry, looked up): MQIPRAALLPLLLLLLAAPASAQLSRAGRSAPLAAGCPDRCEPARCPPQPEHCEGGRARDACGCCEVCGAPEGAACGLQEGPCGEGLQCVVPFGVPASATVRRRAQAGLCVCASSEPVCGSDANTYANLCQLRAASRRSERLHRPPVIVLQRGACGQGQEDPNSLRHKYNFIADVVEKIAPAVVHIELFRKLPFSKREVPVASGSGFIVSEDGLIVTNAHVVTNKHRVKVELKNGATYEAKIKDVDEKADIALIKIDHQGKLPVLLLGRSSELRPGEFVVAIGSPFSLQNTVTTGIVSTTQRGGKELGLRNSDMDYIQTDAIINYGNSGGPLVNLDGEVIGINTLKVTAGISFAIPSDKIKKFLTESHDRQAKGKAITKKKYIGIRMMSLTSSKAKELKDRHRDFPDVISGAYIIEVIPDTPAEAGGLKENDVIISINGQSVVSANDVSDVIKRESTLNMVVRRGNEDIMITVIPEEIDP
# PRMT1 FP inh – blocks human protein arginine methyltransferase 1; Q99873; recombinant PRMT1, activity-based probe fluorescence polarization; inhibition, % at 2.79 µM; 1.3% of 370,000 active; AID 652257;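 active means inhibition above about 21% made by adding two undisclosed values, limit read from the data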
# ABHD4 inh – inhibits mouse alpha/beta hydrolase domain 4; 0.54% of 370,000 active; AID 720543; inhibition, % at 8.92 µM; Q8VD66; purified mABHD4, FP-Rh probe fluorescence polarization;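 active means inhibition exceeding the mean over every tested compound plus 3 SD, cut at about 30% in these data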;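 further: 0% = plate median of compound wells and 100% = S159A mutant with DMSO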
#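 Assay system: mABHD4 protein; medium: HEPES pH 7.0, NaCl, Pluronic buffer; dosing: 8.92 µM, single dose; schedule: 45 min + 60 min at 25 °C; signal: FP readout, ex 525 nm / em 598 nm; read-out: normalized percent inhibition of probe labeling; repeats: single replicate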
# rCAG RNA binder – binds r(CAG) RNA repeats. r(CAG) RNA repeat, TO-PRO-1 dye displacement fluorescence. inhibition, % at 3 µM. 1.3% of 370,000 active. AID 651821;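 active means inhibition above the plate cutoff, the mean of all test compounds on that plate plus 3 SD, cut at about 35% in these data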;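 further: 0% = DMSO alone and 100% = 100 µM mitoxantrone as full dye displacement; higher means more dye released from RNA so lower well fluorescence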
# MBD2 DNA inh – blocks human MBD2 binding to methylated DNA. TR-FRET, MBD2 binding to methylated oligonucleotide. inhibition, % at 4.4 µM. 0.31% of 370,000 active. AID 686964; in the data active means inhibition above about 13%
# Target sequence (Q9UBB5 whole entry, looked up): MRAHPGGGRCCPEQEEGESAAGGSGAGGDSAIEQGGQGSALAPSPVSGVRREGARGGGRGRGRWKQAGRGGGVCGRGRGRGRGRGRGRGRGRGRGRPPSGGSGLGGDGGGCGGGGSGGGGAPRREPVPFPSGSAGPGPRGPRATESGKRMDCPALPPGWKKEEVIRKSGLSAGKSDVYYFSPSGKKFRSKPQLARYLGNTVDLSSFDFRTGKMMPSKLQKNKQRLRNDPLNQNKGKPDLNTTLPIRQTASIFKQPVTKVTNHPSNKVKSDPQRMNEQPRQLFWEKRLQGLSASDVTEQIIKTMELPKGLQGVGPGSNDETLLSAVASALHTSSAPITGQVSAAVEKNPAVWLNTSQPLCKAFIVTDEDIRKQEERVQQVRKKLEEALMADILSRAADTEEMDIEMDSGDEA
# SIAE inh – blocks human sialic acid acetylesterase; AID 1053197; 0.69% of 370,000 active; SIAE FP-Rh probe binding, fluorescence polarization; Q9HAT2; inhibition, % at 9.66 µM;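 active means inhibition above a cutoff: mean of compounds within the control limits plus 3 SD of those, cut at about 17% in these data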;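 further: 0% = plate median of compound wells and 100% = probe without SIAE protein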
# NPR2 activator – GC-B (human) receptor activation; activation, % at 10 µM; HEK293-GC-B cells, CNP EC30, cGMP TR-FRET; 0% at EC30 CNP, 100% saturating CNP; 0.11% of 370,000 active;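 active means activation at 10 µM reaching about 35% in either raw or pattern-adjusted values, limit read from the data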
# TCR CD3 inh – inhibitors of human TCR-CD3 interaction; TAMRA-labeled TCR probe fluorescence, biochemical; inhibition, % at 9.4 µM; 0.37% of 360,000 active; in the data active means inhibition above about 19%;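 further: recombinant mutant TCR 2C K166C tagged with TAMRA read by polarization; 0% = receptor in buffer alone and 100% = receptor with positive control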
# The depositor's hits bear a star; . = not tested or not shown.
Compound	NPR1 activator	UHRF1 MBD2 ctr	HTRA1 inhibitor	PRMT1 FP inh	ABHD4 inh	rCAG RNA binder	MBD2 DNA inh	SIAE inh	NPR2 activator	TCR CD3 inh
CSCCC(NC(=O)C12CC3CC(CC(C3)C1)C2)C(=O)OCC(=O)c1ccc(Cl)cc1 (stereo not given)	-8	-2	-4	2	3	-2	1	2	-12	6
O=C1NC(c2ccccc2)=C(c2nc3ccccc3s2)C(c2ccc(F)cc2)N1 (stereo not given)	-17	1	-51	1	-15	2	-4	-1	-14	4
N/C(=N\N=Cc1ccc2c(c1)OCO2)NN=Cc1ccc2c(c1)OCO2	-3	2	2	3	10	11	-5	10	-1	-3
Cc1ccc(S(=O)(=O)NCC2CCCO2)cc1 (stereo not given)	1	2	-4	-5	-8	3	2	3	2	1
Cc1ccc(S(=O)(=O)N(C)CCCC(=O)N2CCOCC2)cc1	1	1	-3	-1	6	-3	-3	2	1	4
O=C(O)c1ccc2c(c1)N(Cc1ccc(F)cc1)C(=O)c1ccccc1S2	5	5	5	3	-19	12	8	-2	1	-5
Cc1ccc(NC(=O)CSc2nnc(-c3ccncc3)n2C)cc1S(=O)(=O)N1CCOCC1	-2	1	0	-1	3	-4	-1	3	0	-2
Cc1cccc(Nc2cc(C)nc3ccccc23)c1	10	2	-9	-5	6	4	1	-2	-1	2
O=C(NCCc1ccccc1)[C@@H]1CC=C[C@@H]2CCN(C3CCCCC3)C(=O)[C@@H]21	-2	0	-3	1	0	-3	2	3	1	-4
NC(=NC(=O)c1ccccc1)N1N=CCC1c1ccccc1 (stereo not given)	-4	2	2	0	0	-2	1	2	-4	3
CC1(C)CC(=O)C(C=Nc2ccc(Cl)cn2)=C(O)C1	1	14	-2	5	2	-6	9	-6	5	-8
COc1cc(C(=O)OCC(=O)N2CCN(C(C)=O)CC2)ccc1OCC(C)C	4	-4	4	0	-1	-8	-6	-3	3	5
CCCCN1C(=O)c2ccc(C(=O)Nc3cccnc3)cc2C1=O	-5	0	1	-1	1	-3	-3	7	-4	5
COc1ccc(OCc2cc(C(=O)N(C)Cc3cc(C)no3)no2)c(Cl)c1	1	0	-2	1	-3	-3	0	-1	-1	8
CCOC(=O)c1sc2nc(CC(=O)OC)nc(NCC(=O)OC)c2c1C	12	4	0	3	0	-6	2	-5	14	1
CO[C@@]1(NC(=O)Cc2cccs2)C(=O)N2C(C(=O)O)=C(COC(N)=O)CS[C@@H]21	2	2	4	15	3	10	-6	3	-1	7
CC(C)c1cc(C(=O)N(C)C2CCCN(Cc3ccccc3F)C2)n(C)n1 (stereo not given)	0	-2	-3	1	-3	-2	1	7	-4	-4
COc1ccc(CN(C)CC(=O)NC(C)c2ccccc2)cc1OC (stereo not given)	2	-3	4	-3	1	-7	3	-2	1	3
Cc1nn(-c2ccccc2)c(C)c1/C=N/NC(=O)c1cc(-c2cccs2)[nH]n1	-7	-1	-44	1	-36	4	-6	-73	-10	-6
Cc1ccc(-c2csc(NC(=O)/C=C/c3cccs3)n2)cc1C	11	1	-54	-1	-24	16	3	-14	2	8
COc1cc(S(=O)(=O)NC2CCSc3ccccc32)ccc1NC(C)=O (stereo not given)	-1	-1	-6	-2	4	1	-5	-12	-4	0
CC[C@]12c3[nH]c4ccc(OC)cc4c3CCN1C(=O)C(CC(=O)NCCc1ccccn1)C[C@@H]2C(=O)N1CCN(C(=O)c2ccco2)CC1 (stereo not given in full)	2	3	4	-5	1	2	-2	8	2	7
Cc1ccc(NC(=O)CN2C(=O)CCSc3ccc(S(=O)(=O)N4CCCC4)cc32)cc1	-4	0	2	-1	2	0	-2	-14	0	3
CCN(CC)C(=O)[C@H]1C[C@H](CC(=O)NC/C=C(\C)CCC=C(C)C)C(=O)N2CCc3c([nH]c4cc(-c5ccco5)ccc34)[C@]12C	-5	0	-13	15	5	18	0	6	-3	0
NS(=O)(=O)c1ccc(CNC(=O)/C=C/c2ccccc2)cc1	1	-1	4	2	2	0	-4	-3	6	-6
O=C(CCN1C(=O)C2C3C=CC(C3)C2C1=O)NCCN1CCCc2ccccc21 (stereo not given)	8	-3	14	9	-11	-2	-3	5	4	-5
Cc1csc2nc(O)c(C(=O)NCCC3=CCCCC3)c(=O)n12	-5	-1	8	-1	0	2	2	3	-6	3
CC1(c2ccccc2Cl)NC(=O)N(CC(=O)N2CCN(S(=O)(=O)c3ccccc3)CC2)C1=O (stereo not given)	3	-1	-1	-4	0	-2	-6	3	1	5
Cc1ccc(S(=O)(=O)c2c(C)nn(C(C)(C)C)c2OC(=O)C(C)(C)C)cc1	0	3	-17	1	6	-9	0	-2	7	2
Cc1cc(C)cc(OCC(O)CN2C(=O)NC(C)(C)C2=O)c1 (stereo not given)	3	-3	-3	-4	2	-1	1	3	0	5

# 4 entries drawn at random from those above, as already listed:
Compound	NPR1 activator	UHRF1 MBD2 ctr	HTRA1 inhibitor	PRMT1 FP inh	ABHD4 inh	rCAG RNA binder	MBD2 DNA inh	SIAE inh	NPR2 activator	TCR CD3 inh
Cc1ccc(-c2csc(NC(=O)/C=C/c3cccs3)n2)cc1C	11	1	-54	-1	-24	16	3	-14	2	8
COc1cc(C(=O)OCC(=O)N2CCN(C(C)=O)CC2)ccc1OCC(C)C	4	-4	4	0	-1	-8	-6	-3	3	5
N/C(=N\N=Cc1ccc2c(c1)OCO2)NN=Cc1ccc2c(c1)OCO2	-3	2	2	3	10	11	-5	10	-1	-3
Cc1csc2nc(O)c(C(=O)NCCC3=CCCCC3)c(=O)n12	-5	-1	8	-1	0	2	2	3	-6	3

# Continuation.
Compound	NPR1 activator	UHRF1 MBD2 ctr	HTRA1 inhibitor	PRMT1 FP inh	ABHD4 inh	rCAG RNA binder	MBD2 DNA inh	SIAE inh	NPR2 activator	TCR CD3 inh
CCNC(=O)C1(C)CCCN(Cc2ccc(-c3ccccn3)cc2)C1 (stereo not given)	-3	2	.	3	-1	-2	4	-2	0	4
CCOc1ccc(N(CC(=O)Nc2c(C)n(C)n(-c3ccccc3)c2=O)S(=O)(=O)c2ccc(Cl)s2)cc1	-2	-1	.	-5	-4	1	-1	1	4	.
Cn1cc(C(=O)OCC2CCN(CCNS(C)(=O)=O)CC2)c2ccccc21	1	3	5	7	-17	-1	5	-3	-1	-3
Brc1ccc2c(c1)C(c1cccnc1)=NNC(c1cccs1)=N2	-28	0	-8	-2	-3	3	-5	4	-25	5
Cn1c(=O)c2c(nc(SCCN3CCOCC3)n2Cc2ccccc2Cl)n(C)c1=O	7	5	-4	3	-7	0	6	4	20	-2
COc1ccc(/C=N/NC(=O)c2cccc(NC(=O)c3ccccc3Cl)c2)c(OC)c1	-2	-3	-47	-1	-19	4	-1	-30	2	0
CC(=O)NC(=S)Nc1sc2c(c1C(N)=O)CCC(C)C2 (stereo not given)	-5	-2	-9	2	-9	13	-1	3	-1	2
COc1cc(C2C(C(=O)c3ccc(C)o3)=C(O)C(=O)N2CCc2ccccc2)ccc1O (stereo not given)	1	-3	1	5	3	4	-2	-2	1	-9
CCOc1ccc(NC(=O)C(NC(=O)C2CCC(C)CC2)C(C)C)cc1 (stereo not given)	4	3	7	2	2	-5	4	5	3	-6
Cn1cccc1CC(=O)NNC(=O)Nc1cccc(Cl)c1	3	6	-5	7	-6	17	6	1	-6	-2
Cc1ccc(NC(=O)COC(=O)CCC2CCCC2)cc1S(=O)(=O)N1CCOCC1	-3	-2	-8	1	-3	5	1	-3	1	4
O=C(O)Cc1ccc(NC(=O)c2ccc3c(c2)C(=O)N(Cc2ccco2)C3=O)cc1	1	6	-5	2	6	19	2	-1	6	3
COCCNC(=O)C1CCCN(C(=O)c2nc(C)oc2C)CC1 (stereo not given)	2	-1	.	1	5	2	1	-2	8	3
COc1cccc(/C=C2/SC(=S)N(CC(=O)NNC(=O)c3ccccc3OC)C2=O)c1	-1	-3	11	3	-10	8	0	-5	2	17
COc1cccc(C2N=C(c3ccccc3C)NO2)c1OC (stereo not given)	2	-3	-15	1	2	1	0	0	2	5
Cc1ccc(/C=C/C(=O)O)cc1S(=O)(=O)Nc1ccc(C(=O)O)cc1	5	4	3	0	-8	4	5	-7	1	-1
CCCCN(CCCNC(=O)C1CCCN(S(=O)(=O)CC)C1)Cc1ccccc1 (stereo not given)	-2	3	7	-1	9	-1	4	-2	-1	-13
COc1ccc(S(=O)(=O)N(C)c2ccc(C(=O)N3CCCCC3)cc2)cc1	-1	-2	4	0	-6	-5	-4	-4	-4	1
Cc1ccc(/C=C/c2nc3sc(C(=O)O)c(C)c3c(=O)[nH]2)cc1[N+](=O)[O-]	-9	2	7	0	-7	14	1	-13	1	-3
CCN(CC(=O)NCc1cccs1)C(=O)c1ccc(-c2ccccc2F)o1	-2	-2	-3	1	7	3	3	2	3	2
C[C@H](CO)N1C[C@H](C)[C@H](CN(C)C(=O)Nc2ccc3c(c2)OCO3)Oc2ncc(Br)cc2C1=O	0	-3	0	2	3	4	-10	4	-3	11
O=C(CN1CCN(c2ccc(F)cc2)CC1)NCc1cccs1	-4	-2	3	2	14	-6	1	8	5	-8
Cc1ccccc1N(CC(=O)NC1CCCCC1)C(=O)CNC(=O)c1cccs1	3	0	2	2	0	-6	5	7	2	1
Cc1cn(CC(=O)NCCCN2CCCC2=O)c(=O)[nH]c1=O	-3	-1	8	5	1	0	5	5	-3	-5
COc1ccc(NC(=O)CCNS(=O)(=O)c2cccc(C(C)=O)c2)cc1S(N)(=O)=O	2	5	-6	8	5	12	7	5	2	-4
CC(C)c1c(C(=O)N/N=C/C2CC=CCC2)nnn1-c1nonc1N (stereo not given)	0	-1	-1	0	-2	0	-5	2	4	-11
COc1ccc(NC(=O)C2CC(=O)OC23CCOC(C)(C)C3)cc1 (stereo not given)	6	3	2	0	4	4	2	2	5	-4
COc1ccc(-c2c(C#Cc3ccsc3)c3cc(-c4ccc5c(c4)OCO5)ccc3n2C)cc1	0	0	-1	-1	6	13	-1	-1	3	-3
O=C(NC1CCS(=O)(=O)C1)C12CC3CC(CC(C3)C1)C2 (stereo not given)	3	2	-2	0	-1	1	-1	-1	-6	6
CC(C)(C)C(=O)NC(C(N)=O)=C(Cl)Cl	-1	-2	8	0	4	1	-5	3	6	4
NC(=O)c1ncn([C@@H]2O[C@H](CNS(=O)(=O)c3cc(S(=O)(=O)c4ccccc4)cs3)[C@@H](O)[C@H]2O)n1	-1	0	2	-1	6	2	0	4	-5	-2
O=C(c1ccco1)N1CCN(C(=O)c2ccc(COc3ccc(Cl)cc3Cl)o2)CC1	23	3	-7	1	-3	-5	5	0	2	3
C=CCN1C(=O)C2(OCCCO2)c2cc(Cl)ccc21	-2	2	-7	-4	-1	-1	-5	-3	0	0
COC(=O)c1ccc(CSc2ncnc3c2sc2nc(N4CCOCC4)c4c(c23)CCCC4)o1	50*	0	-10	12	-7	13	1	-1	62*	1
O=C(Nc1cccc(-c2cccc(F)c2)c1)C1CCN(CC2CCOC2)CC1 (stereo not given)	-4	-1	-1	-3	-9	-7	-2	7	-2	2
Cc1ccccc1Nc1nc(N)nc(COC(=O)c2ccc(O)cc2)n1	2	-1	-3	-2	2	2	0	5	-6	4
Cc1cc(NS(=O)(=O)c2ccc(NC(=O)C(F)(F)F)cc2)nc(C)n1	4	2	5	-1	1	-2	-2	2	3	0

# Screening data: PubChem BioAssay, several laboratories

# Some of the compounds tested; the hit share may differ from the screen's.
